High-throughput results as filed in PubChem BioAssay.
Salmonella PhoP GFP: PhoP regulon inhibitors, Salmonella typhi PhoP promoter GFP reporter, confirmatory (AID 1850); one-dose inhibition, % at 50 µM; IC50 in µM for titrated hits; hit rate 0.33% among 310,000; Salmonella Typhi PhoP-promoter GFP reporter, fluorescence, 4 h; higher % means a stronger effect; in the data active = a potency from the dose series; inconclusive = inhibition mostly from about 25% at the one dose, without a potency; inactive = the rest, 99 in 100 with inhibition below about 19%;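 note: 0% = induced wells with vehicle and 100% = uninduced wells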
M. tuberculosis: growth inhibition of non-replicating M. tuberculosis (AID 488890). Mycobacterium tuberculosis non-replicating, growth inhibition; higher % means a stronger effect. hit rate 0.39% among 320,000. inhibition, % at 25 µM, or IC50 in µM where a hit was titrated; in the data active = a potency from the dose series; inconclusive = inhibition mostly from about 82% at the one dose, without a potency; inactive = the rest, 99 in 100 with inhibition below about 76%;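 note: plate controls were DMSO cells for no effect and high antibiotic wells for full effect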
H37Rv inhibition: M. tuberculosis growth inhibition, HTS (AID 449762); hit rate 0.59% among 330,000; inhibition, % at 25 µM; hits with a dose series show IC50 in µM; M. tuberculosis H37Rv growth inhibition, 7H9 media; higher % means a stronger effect; in the data active = a potency from the dose series; inconclusive = inhibition above about 70% without an active follow-up result;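 note: bacterial growth assessed after seven days of incubation; strong numbers were not always called active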
H1N1 NS1A inhibition: NS1A inhibition, H1N1 influenza, cell based functional assay (AID 504329) | NS1A functional cell-based assay, percent inhibition; higher % means a stronger effect | inhibition, % at 12.5 µM, or IC50 in µM where a hit was titrated | hit rate 0.3% among 340,000; in the data active = a potency from the dose series; inconclusive = inhibition above about 27% without an active follow-up result; note: strong numbers were not always called active
inhibitors of VEEV: inhibitors of VEEV TC-83 cytopathic effect, confirmation, Vero cells (AID 588727); inhibition, % at 20 µM, or IC50 in µM where a hit was titrated; hit rate 0.13% among 350,000; Vero cells, VEEV TC-83 cytopathic effect inhibition; higher % means a stronger effect; in the data active = a potency from the dose series; inconclusive = inhibition mostly from about 14% at the one dose, without a potency; inactive = the rest, 99 in 100 with inhibition below about 12%; note: strong numbers were not always called active
An asterisk follows results filed as active; & = joins results of further samples. Only part of the results is shown; count on the stated rates, not on these rows.

`CC1(C)O[C@H]2CC(=O)OC[C@@]23C1CC(=O)[C@]1(C)C3CC[C@@]2(C)[C@H](c3ccoc3)OC(=O)[C@H]3O[C@]321` (some centres undefined) gave Salmonella PhoP GFP 2%, M. tuberculosis -4%, H37Rv inhibition -12%, H1N1 NS1A inhibition -5% and inhibitors of VEEV 1.1%.
For Oc1ccc(C2CNCCc3c2cc(O)c(O)c3Cl)cc1 (centres undefined) the results were Salmonella PhoP GFP 5%&0%, M. tuberculosis -5%&-12%, H37Rv inhibition inconclusive, H1N1 NS1A inhibition 3%&7% and inhibitors of VEEV 2.5%.
C[N+]1(C)CCC(=C(c2ccccc2)c2ccccc2)CC1 was read as Salmonella PhoP GFP 13%, M. tuberculosis 3%, H37Rv inhibition -2%, H1N1 NS1A inhibition 9% and inhibitors of VEEV inactive.
Cc1ccc(N(CC2=NCCN2)c2cccc(O)c2)cc1 was read as Salmonella PhoP GFP -4%&-3%&-12%&-7%&15%, M. tuberculosis -16%&-13%&-6%, H37Rv inhibition -4%&-4%&-3%, H1N1 NS1A inhibition -4%&-1%&6% and inhibitors of VEEV 2.1%&1.6%&1.1%.
Screening CN(C)CCCC1(c2ccc(F)cc2)OCc2cc(C#N)ccc21 (centres undefined) returned Salmonella PhoP GFP 7%&-3%, M. tuberculosis -1%, H37Rv inhibition 8%, H1N1 NS1A inhibition -4% and inhibitors of VEEV 1.2%.
CC(=O)Nc1ccc(CC(=O)O)cc1 was read as Salmonella PhoP GFP 5%, M. tuberculosis -1%, H37Rv inhibition 6%, H1N1 NS1A inhibition 5% and inhibitors of VEEV inactive.
Screening CCCCNc1ccc(C(=O)OCCOCCOCCOCCOCCOCCOCCOCCOCCOC)cc1 returned Salmonella PhoP GFP -5%, M. tuberculosis 9%, H37Rv inhibition 33%, H1N1 NS1A inhibition -4% and inhibitors of VEEV 0.2%.
NOCC(=O)O was read as Salmonella PhoP GFP -19%, M. tuberculosis -9%, H37Rv inhibition 3%, H1N1 NS1A inhibition 4% and inhibitors of VEEV 1.2%.
Screening COC(=O)C1=CO[C@@H](O[C@@H]2O[C@H](CO)[C@@H](O)[C@H](O)[C@H]2O)C2C1C[C@H](O)[C@@H]2C (some centres undefined) returned M. tuberculosis -3%, H37Rv inhibition -13%, H1N1 NS1A inhibition 0% and inhibitors of VEEV 2.2%.
Screening NC(N)=O returned Salmonella PhoP GFP -22%, M. tuberculosis -2% and H37Rv inhibition -4%.
Screening Cc1ccc(=O)n(-c2ccccc2)c1 returned Salmonella PhoP GFP 0%, M. tuberculosis -4%, H37Rv inhibition 12%, H1N1 NS1A inhibition -6% and inhibitors of VEEV 1.6%.
For O=c1oc2c(O)c(O)cc3c(=O)oc4c(O)c(O)cc1c4c23 the results were Salmonella PhoP GFP 5%, M. tuberculosis 3%, H37Rv inhibition 11%, H1N1 NS1A inhibition 4% and inhibitors of VEEV 1.4%.
Screening C=CC1CN2CCC1CC2C(O)c1ccnc2ccc(OC)cc12 (centres undefined) returned H1N1 NS1A inhibition 1% and inhibitors of VEEV inactive.
CC12CC3CC(C)(C1)CC(N)(C3)C2 was read as Salmonella PhoP GFP 7%&-11%, M. tuberculosis 7%&-2%, H37Rv inhibition -3%&3%, H1N1 NS1A inhibition -1%&1% and inhibitors of VEEV 0.5%&0.2%.
`C=CC[n+]1ccc(/C=C2\C=Cc3cc(C)ccc3N2CC)c2ccccc21` gave H1N1 NS1A inhibition 7.6µM* and inhibitors of VEEV 1.9%.
`CCOC(=O)[C@H](CCc1ccccc1)N[C@@H](C)C(=O)N1Cc2ccccc2C[C@H]1C(=O)O` gave Salmonella PhoP GFP -5%, M. tuberculosis 6%, H37Rv inhibition 17%, H1N1 NS1A inhibition -5% and inhibitors of VEEV inactive.
`COc1ccc(-c2cc(=O)c3c(O)cc(O[C@@H]4O[C@H](CO[C@@H]5O[C@@H](C)[C@H](O)[C@@H](O)[C@H]5O)[C@@H](O)[C@H](O)[C@H]4O)cc3o2)cc1O` gave Salmonella PhoP GFP -3%, M. tuberculosis -4%, H37Rv inhibition 12%, H1N1 NS1A inhibition -2% and inhibitors of VEEV 0.7%.
CCC(NC(C)C)C(O)c1ccc(O)c2[nH]c(=O)ccc12 (centres undefined) was read as Salmonella PhoP GFP -3%, M. tuberculosis 18%, H37Rv inhibition -2%, H1N1 NS1A inhibition 2% and inhibitors of VEEV 1.0%.
Screening CC(C)=CCOc1c2ccoc2cc2oc(=O)ccc12 returned Salmonella PhoP GFP 19%, M. tuberculosis -8%, H37Rv inhibition -4%, H1N1 NS1A inhibition 2% and inhibitors of VEEV inactive.

Grouped by structure, the compounds so far containing a COOH group
CC(=O)Nc1ccc(CC(=O)O)cc1 was read as Salmonella PhoP GFP 5%, M. tuberculosis -1%, H37Rv inhibition 6%, H1N1 NS1A inhibition 5% and inhibitors of VEEV inactive.
NOCC(=O)O was read as Salmonella PhoP GFP -19%, M. tuberculosis -9%, H37Rv inhibition 3%, H1N1 NS1A inhibition 4% and inhibitors of VEEV 1.2%.
`CCOC(=O)[C@H](CCc1ccccc1)N[C@@H](C)C(=O)N1Cc2ccccc2C[C@H]1C(=O)O` gave Salmonella PhoP GFP -5%, M. tuberculosis 6%, H37Rv inhibition 17%, H1N1 NS1A inhibition -5% and inhibitors of VEEV inactive.

Quoted at random: 2 entries already listed, in no set order.
CCC(NC(C)C)C(O)c1ccc(O)c2[nH]c(=O)ccc12 (centres undefined) was read as Salmonella PhoP GFP -3%, M. tuberculosis 18%, H37Rv inhibition -2%, H1N1 NS1A inhibition 2% and inhibitors of VEEV 1.0%.
Cc1ccc(N(CC2=NCCN2)c2cccc(O)c2)cc1 was read as Salmonella PhoP GFP -4%&-3%&-12%&-7%&15%, M. tuberculosis -16%&-13%&-6%, H37Rv inhibition -4%&-4%&-3%, H1N1 NS1A inhibition -4%&-1%&6% and inhibitors of VEEV 2.1%&1.6%&1.1%.

Part of the list above in order of count of non-hydrogen atoms, largest number first:
`COc1ccc(-c2cc(=O)c3c(O)cc(O[C@@H]4O[C@H](CO[C@@H]5O[C@@H](C)[C@H](O)[C@@H](O)[C@H]5O)[C@@H](O)[C@H](O)[C@H]4O)cc3o2)cc1O` gave Salmonella PhoP GFP -3%, M. tuberculosis -4%, H37Rv inhibition 12%, H1N1 NS1A inhibition -2% and inhibitors of VEEV 0.7%.
CCC(NC(C)C)C(O)c1ccc(O)c2[nH]c(=O)ccc12 (centres undefined) was read as Salmonella PhoP GFP -3%, M. tuberculosis 18%, H37Rv inhibition -2%, H1N1 NS1A inhibition 2% and inhibitors of VEEV 1.0%.
Screening Cc1ccc(=O)n(-c2ccccc2)c1 returned Salmonella PhoP GFP 0%, M. tuberculosis -4%, H37Rv inhibition 12%, H1N1 NS1A inhibition -6% and inhibitors of VEEV 1.6%.
